RGS4 inh = human RGS4 inhibition. P49798. Transcreener GDP fluorescence polarization, RGS4-accelerated GTP hydrolysis. Potency, µM (highest dose often 114 µM), inactives show at the highest dose activity change, negative = inhibition, hits mostly inhibitors. 390,000 compounds, 0.039% hits. AID 504845; further: potency means the concentration at half of the fitted maximal effect; on the % scale 0 is the no-effect control and ±100 the full control effect; nearly all actives have a fitted effect of over 75% in size; some results filed as inactive show a strong effect at the top dose
Target sequence (P49798 whole entry, looked up): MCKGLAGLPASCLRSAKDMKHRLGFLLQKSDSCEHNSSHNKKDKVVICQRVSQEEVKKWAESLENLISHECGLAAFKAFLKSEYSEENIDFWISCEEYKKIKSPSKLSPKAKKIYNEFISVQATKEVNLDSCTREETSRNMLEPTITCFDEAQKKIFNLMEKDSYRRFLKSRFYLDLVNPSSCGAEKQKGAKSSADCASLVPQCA
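MLSMR compounds (23 nl, pin-transferred) preincubated 10 min at room temperature with a 500nM (2x) first reagent, then RGS4 at 900nM (2x) plus Transcreener GDP mix added; fluorescence polarization (620/688 nm) read before and after 90 min at 30 °C.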
PI4K2A inh = blocks human PI4K2A kinase activity; Q9BTU6; purified PI4K2A, ADP-Glo luminescence, 1 h; stronger effect = lower value; activity change, negative = inhibition, % at 76.9 µM; 420,000 compounds, 0.13% hits; AID 1346378; in the data active means activity change below about -50%; inconclusive means mostly about -30% to -49%;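 further: -100% = wells without enzyme as full effect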
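Compounds are screened against recombinant PI4K2A using PI as substrate and ATP, the latter dispensed at 300 microM. Reactions run one hour at ambient temperature before ADP-Glo detection; full inhibition defined by wells lacking enzyme.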
ERG Ets-DNA blk = blocks human ERG Ets domain binding to DNA; P11308; fluorescence polarization, His-ERG Ets domain / labelled DNA; Potency, µM (doses to about 76.9 µM), for inactives: top-dose FP activity, negative = inhibition, most hits filed as inhibitors; 370,000 compounds, 0.028% hits; AID 624246; active means well fitted inhibition curve with a large enough effect in the polarisation, with a control signal flat; inconclusive means small, poorly fitted or top-dose-only effect, or effect the other way, or a change in a side signal; inactive means no such curve, though single readings can be large or run the other way; the % refers to the polarisation;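 further: polarization taken with two DNA probes labelled with fluorescein and Texas red; potency means the concentration at half of the fitted maximal effect; % of control where 0% means no effect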
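His-tagged ERG Ets domain (1 uM in the protein solution; 300mM KCl, 50mM Tris-HCl, 1mM EDTA, 1mM DTT, pH 7.5) received compound, then a probe mix of 5 nM fluorescein-DNA and 100nM Texas-615-DNA. Fluorescence polarization was read for both dyes.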
BAZ2B inh = BAZ2B (human) inhibition. Q9UIF8. AlphaScreen BAZ2B-H3K14Ac peptide displacement. Potency, µM (titrated, usually from 114 µM), for the others: at the highest dose activity change, negative = inhibition, most hits filed as inhibitors. 360,000 compounds, 4.4% hits. AID 504333; further: potency means the concentration at half of the fitted maximal effect; on the % scale 0 is the no-effect control and ±100 the full control effect; nearly all actives have a fitted effect of over 60% in size
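AlphaScreen displacement of biotin-H3(5-23)K14Ac peptide (50 nM final) from BAZ2B (50 nM final) in PBS pH 7.4, 0.01% Tween-20; complex preformed 30 min RT, then compounds (top 110 uM) 30 min RT, beads 20 min dark.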
G9a block = G9a (human) methyltransferase inhibition. Q96KQ7. G9a H3K9 monomethylation, AlphaScreen, 2 h. Potency, µM (series often up to 102 µM), for the others: at the highest dose activity, negative = inhibition, most hits filed as inhibitors. 350,000 compounds, 8.8% hits. AID 504332; further: potency means the concentration at half of the fitted maximal effect; on the % scale 0 is the no-effect control and ±100 the full control effect; nearly all actives have a fitted effect of over 75% in size
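Readings reflect AlphaScreen signal from monomethyl-H3K9 antibody detection. HMT at 20 nM; substrate b-H3K9 500 nM; cofactor SAM 20 uM; 2 h RT reaction; compounds tested as titrations in qHTS with 15 min preincubation.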
HP1b chromo inh = HP1-beta chromodomain-methylated histone interaction inhibition. AlphaScreen HP1-beta / biotin-H3K9me3 peptide binding. Potency, µM (series often up to 114 µM), for inactives: at the highest dose activity change, negative = inhibition, most hits filed as inhibitors. 390,000 compounds, 0.56% hits. AID 540317; further: potency means the concentration at half of the fitted maximal effect; nearly all actives have a fitted effect of over 70% in size; inactives centre near 23
Target sequence (P83916 whole entry, looked up): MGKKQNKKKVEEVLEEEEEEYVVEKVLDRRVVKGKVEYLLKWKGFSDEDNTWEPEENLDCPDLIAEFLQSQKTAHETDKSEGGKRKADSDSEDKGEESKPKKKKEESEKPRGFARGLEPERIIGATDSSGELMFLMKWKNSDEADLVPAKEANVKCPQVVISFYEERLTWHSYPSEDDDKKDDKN
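HP1-beta protein (50 nM final) preincubated 30 min at room temperature with biotinylated H3(1-18)K9me3 peptide (50 nM) in PBS pH 7.4, 0.01% Tween-20, then compound added for 30 min. AlphaScreen streptavidin donor/nickel chelate acceptor beads (10 ug/mL final), 30 min dark, luminescence read.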
ALOX12 inh = inhibitors of human 12S-lipoxygenase ALOX12 | purified 12hLO, xylenol orange hydroperoxide absorbance | Potency, µM (doses to about 108 µM), inactives show at the top dose activity change, negative = inhibition, actives largely listed as inhibitors | 580,000 compounds, 1.1% hits; further: potency means the concentration at half of the fitted maximal effect; on the % scale 0 is the no-effect control and ±100 the full control effect
Target sequence (P18054 whole entry, looked up): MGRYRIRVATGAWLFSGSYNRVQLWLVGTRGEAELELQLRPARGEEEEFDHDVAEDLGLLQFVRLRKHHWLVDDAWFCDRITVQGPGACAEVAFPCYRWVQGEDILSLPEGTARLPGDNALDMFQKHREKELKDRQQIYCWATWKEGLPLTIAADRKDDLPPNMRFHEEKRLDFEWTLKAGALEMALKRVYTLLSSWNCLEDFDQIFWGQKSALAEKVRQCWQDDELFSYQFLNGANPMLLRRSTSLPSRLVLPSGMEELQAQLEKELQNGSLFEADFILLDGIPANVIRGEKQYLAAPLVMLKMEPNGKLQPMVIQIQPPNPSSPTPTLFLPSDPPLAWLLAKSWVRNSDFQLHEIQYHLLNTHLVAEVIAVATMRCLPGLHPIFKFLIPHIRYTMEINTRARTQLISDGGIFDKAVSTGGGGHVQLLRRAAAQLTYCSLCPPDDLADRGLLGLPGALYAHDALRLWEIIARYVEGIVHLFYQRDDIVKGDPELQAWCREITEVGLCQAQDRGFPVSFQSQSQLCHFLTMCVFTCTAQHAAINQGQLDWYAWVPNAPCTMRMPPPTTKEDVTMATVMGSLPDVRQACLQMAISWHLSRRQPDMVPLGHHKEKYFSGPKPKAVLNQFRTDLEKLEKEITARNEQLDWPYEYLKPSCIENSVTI
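Hydroperoxide product was detected by ferrous iron/xylenol orange as the 573 to 405 nm absorbance ratio. Arachidonic acid at 40 uM (final) was turned over for 30 min at room temperature by 150 nM human 12hLO, pH 7.0 Hepes buffer, after 15 min compound preincubation.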
JMJD2A Tudor inh = JMJD2A Tudor domain (human) inhibition | O75164 | 390,000 compounds, 4.4% hits | Potency, µM (top dose mostly 114 µM), inactives show at the highest dose activity change, negative = inhibition, actives largely listed as inhibitors | AlphaScreen JMJD2A-Tudor / H3K4me3 peptide binding; further: potency means the concentration at half of the fitted maximal effect; on the % scale 0 is the no-effect control and ±100 the full control effect; nearly all actives have a fitted effect of over 50% in size
GLS inh = glutaminase GLS (human) inhibition; O94925; GLS enzymatic activity, qHTS titration; Potency, µM (series often up to 45.5 µM), for inactives: top-dose activity change, negative = inhibition, hits mostly inhibitors; 410,000 compounds, 0.21% hits; further: potency means the concentration at half of the fitted maximal effect; on the % scale 0 is the no-effect control and ±100 the full control effect
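Coupled fluorescence readout: glutamate oxidase/HRP/Amplex Red detect glutamate formed by hKGA from L-glutamine (1 mM solution added). Buffer 45 mM KH2PO4 pH 8.2, 0.02% Tween-20; reads at t0 and 30 min RT.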
* hit, by the source's call; i = inactive; ? = inconclusive; . = not tested or not shown; [ ] = another dose, or the depositor's remark. Unless noted, the call rests on the fitted dose curve; in most records, active means well fitted curve in the direction sought with a large enough effect; inconclusive means small, poorly fitted or top-dose-only effect, or another doubt; inactive means no such curve, though single readings can be large; an effect the other way counts as inactive or inconclusive. The list is partial; rates above refer to the full screens.

SMILES	RGS4 inh	PI4K2A inh	ERG Ets-DNA blk	BAZ2B inh	G9a block	HP1b chromo inh	ALOX12 inh	JMJD2A Tudor inh	GLS inh
Cc1cc(NC(=O)c2ccccc2F)n(C(C)(C)C)n1	7%	-6	4%	0%	11%	11%	i	-22%	-2%
Nc1nonc1-c1nc2ccccc2n1CC(=O)Nc1ccccc1C(=O)O	-11%	1	-3%	6%[57.1 µM]	37%[59 µM]	27%	-11%	-6%	-6%
O=C(NC1CCSc2ccccc21)c1cccc(S(=O)(=O)N2CCOCC2)c1 (stereo not drawn)	-6%	0	12%	2%	?	15%	-28%	-25%	6%
CC(C)(C)NC(=O)c1cc(NC(=O)c2ccco2)cc(NC(=O)c2ccco2)c1	0%	5	2%	-11%	-33%	48%[activator]	-13%	-18%	-2%
Cn1c(=O)c2c(nc(N3CCN(c4ccccn4)CC3)n2Cc2ccc(Cl)cc2Cl)n(C)c1=O	12%	3	-17%	-5%	?	18%	0%	-18%	0%
CC(=O)c1ccc(NC(=O)C2CCC(CNS(=O)(=O)c3ccc4c(c3)CCCC(=O)N4)CC2)cc1 (stereo not drawn)	-31%	-4	-3%	5%	6%[59 µM]	11%	-17%	8%	0%
CCOc1ccc(N(C(C)C(=O)N2CCCCCC2)S(C)(=O)=O)cc1 (stereo not drawn)	-11%	4	-15%	?	-7%	23%	-19%	2%	-8%
O=C(CCCSc1nc2ccccc2[nH]1)NC(c1ccccc1)c1ccccc1	24%	-1	24%	-7%	-7%[59 µM]	31%	-11%	-1%	0%
Cc1ccc(-n2c(=O)c3sccc3n(CC(=O)NCc3ccco3)c2=O)cc1	9%	4	-3%	14%	79µM*	20%	0%	-12%	0%
Cc1ccc(NC(=O)C2CC2)cc1S(=O)(=O)N1CCOCC1	-28%	-3	5%	.	.	-5%	-4%	-18%	-23%
COc1cccc2cc(S(=O)(=O)c3ccccc3)c(=Nc3ccc4c(c3)OCCO4)oc12	-14%	1	-1%	-12%	?	?	-16%	-28%	1%
CC1(C)CC(=O)c2cc(O)ccc2O1	-21%	-2	-6%	-5%	2%	44%[activator]	7%	-1%	18%
CCCOC1(C(F)(F)F)NC(=O)N(c2ccc(Cl)cc2)C1=O (stereo not drawn)	-17%	0	0%	14%	17%[59 µM]	39%	?	12%	-17%
Cc1cc(NS(=O)(=O)c2ccc(NC(=O)CCCOc3ccccc3C)cc2)nc(C)n1	-23%	-9	-2%	-19%	?	21%	-23%	-19%	-21%
Cc1ccc(/C=C/C(=O)Nc2ccc(S(=O)(=O)Nc3onc(C)c3C)cc2)cc1	-41%	1	28µM*	-37%	?	4%[57 µM]	-3%	-36%	0%
COc1ccc(OCC(O)CNC(=O)/C=C/c2cccc([N+](=O)[O-])c2)cc1 (stereo not drawn)	-13%	1	0%	?	?	30%	-9%	-16%	-5%
CCOC(=O)C1CCCN(Cc2cccc(Oc3ccccc3)c2)C1 (stereo not drawn)	2%	-12	-3%	?	79µM*	?	?	3.2µM*	-8%
COc1ccc(N2Cc3cccc(C(=O)N4CCN(C(=O)c5ccco5)CC4)c3C2=O)cc1	-45%	-19	3%	50µM*	45µM*	?	3%	50µM*	18µM*
COc1ccc(C(=O)NNc2cc(C)nc(NNC(=O)c3ccc(OC)cc3)n2)cc1	12%	6	1%	18%	.	42%[activator]	-6%	-6%	0%
O=[N+]([O-])c1ccc(Nc2cccc3c2[nH]c2c(-c4ccccc4)nccc23)c([N+](=O)[O-])c1	-6%	7	-6%	.	.	-26%	-5%	?	4%

Next part, overlapping the part above by 3 compounds.
SMILES	RGS4 inh	PI4K2A inh	ERG Ets-DNA blk	BAZ2B inh	G9a block	HP1b chromo inh	ALOX12 inh	JMJD2A Tudor inh	GLS inh
COc1ccc(N2Cc3cccc(C(=O)N4CCN(C(=O)c5ccco5)CC4)c3C2=O)cc1	-45%	-19	3%	50µM*	45µM*	?	3%	50µM*	18µM*
COc1ccc(C(=O)NNc2cc(C)nc(NNC(=O)c3ccc(OC)cc3)n2)cc1	12%	6	1%	18%	.	42%[activator]	-6%	-6%	0%
O=[N+]([O-])c1ccc(Nc2cccc3c2[nH]c2c(-c4ccccc4)nccc23)c([N+](=O)[O-])c1	-6%	7	-6%	.	.	-26%	-5%	?	4%
COc1ccc(N2CC(C(=O)Nc3ccc(S(=O)(=O)Nc4nc(C)cc(C)n4)cc3)CC2=O)cc1 (stereo not drawn)	13%	-2	.	9%	-4%	30%	17%	-16%	10%
Cn1nnnc1SCC(=O)N1CCN(C(=O)c2ccco2)CC1	3%	5	4%	10%	11%	19%	5%	-25%	-6%
CCOc1ccc(Cn2c(O)cc(=O)[nH]c2=O)cc1	?	?	5%	-3%	?	42%[activator]	?	-19%	0%
O=C(N/N=C/c1cccc(OC(=O)c2cccc(Br)c2)c1)c1cccnc1	-21%	-2	3%	-28%	9%	26%	8%	-27%	3%
O=C(Nc1ccc2oc(-c3cccnc3)nc2c1)c1ccco1	-17%	-15	11%	-32%	50µM*	35%	0%	-13%	1%
CCOc1[nH]n(-c2ccc(Cl)cc2)c(=O)c1C=Nc1ccc(Cl)cc1	-7%	6	8%	-11%	22%[59 µM]	21%	-19%	-14%	-7%
CNc1nc(OCC(F)(F)F)nc(N2CCOCC2)n1	-17%[11.4 µM]	9	3%	-2%	19%[59 µM]	-5%	17%	-21%[11.4 µM]	-10%
CN(C)S(=O)(=O)c1cc(NC(=O)CN2CCNC(=O)C2)ccc1Cl	-9%	-4	10%	2%	11%[59 µM]	24%	20%	-10%	-4%
COc1ccccc1Oc1cn[nH]c1-c1ccc(O)cc1O	-26%	3	9%	-27%	12%	40%[activator]	-18%	-18%	24%
C=CCOc1ccc(C(=O)CC)cc1OC	-7%	-2	-20%	4%	20%[59 µM]	28%	-1%	4%	-5%
Clc1ccc(-c2csc(=Nc3cccnc3)n2CCCn2ccnc2)cc1Cl	-5%	7	-4%	11µM*	11µM*	?	-5%	40µM*	20%
COC(=O)CCC(=O)Nc1ccc2oc3c(c2c1)CCCC3	-13%	-1	-2%	-1%	-4%	17%	-13%	7%	-2%
CC(C)CC1(C)NC(=O)N(Cc2cc([N+](=O)[O-])cc3c2OCOC3)C1=O (stereo not drawn)	-7%	0	-2%	0%	.	-1%	-17%	-15%	-2%
COc1ccc(NC(=O)CSc2ccccn2)c([N+](=O)[O-])c1	-51%	5	-5%[15.4 µM]	?	-37%	-11%	0%	-34%	7%
CCOC(=O)C1CCCN(C(=O)c2ccc(CS(=O)(=O)Cc3ccccc3C)o2)C1 (stereo not drawn)	-40%	-3	.	7%	11%[12.7 µM]	41%	9%	-4%	-3%
CCn1c(C)nc2cc(C(=O)N/N=C/c3ccccc3C)ccc21	-36%	0	18%	-3%	?	33%	-6%	2%	9%
COC(=O)c1cc(C(=O)Nc2ccc(Cl)cn2)cc([N+](=O)[O-])c1	-18%	0	1%	-24%	20%[59 µM]	14%	-17%	-13%	-8%
FC(F)Oc1ccc(-c2c[n+]3c(n2-c2ccccc2)CCCCC3)cc1	27%	-1	-7%	-5%	?	40%[activator]	486%[activator]	0%	-1%
COc1ccc(S(=O)(=O)N2CCOCC2)cc1NC(=O)COC(=O)c1ccc([N+](=O)[O-])s1	13%	-1	2%	.	.	-3%	.	-15%	5%
COC(=O)c1ccccc1NC(=O)Nc1ncccc1C	16%	3	2%	-18%	22%	25%	-9%	-4%	1%
Cc1ccc(S(=O)(=O)c2cc3ccccc3oc2=Nc2ccc3c(c2)OCCO3)cc1	23%	3	0%	?	?	?	13%	?	0%
O=C(c1ccccc1)N1CCN(C(=O)c2ccccc2Br)CC1	-21%	-4	-4%	-5%	-41%	50%[activator]	-3%	-8%	-7%
O=C(NCc1ccccn1)c1cc(Br)ccc1Cl	8%	0	16%	-11%	.	36%	7%	-8%	1%
Cc1nn(CC(=O)NCc2ccc(N(C)C)cc2)c(=O)c2nn(-c3ccccc3)c(C)c12	4%	0	0%	-33%	?	40%[activator]	-17%	-15%	59%[activator]
COc1cccc(C(=O)NCC2CCCN(C(=O)c3ccc(C=O)cc3)C2)c1OC (stereo not drawn)	9%	5	7%	1%	.	8%	-15%	-13%	5%
Cc1ccc(S(=O)(=O)NCC(=O)N(CC(=O)NC2CCCC2)CC2CCCO2)cc1 (stereo not drawn)	-23%	2	-5%	-18%	?	57%[activator]	22%	-17%	1%
CCOC(=O)c1ccc(NC(=O)Cn2nnc3ccccc32)cc1	8%	-4	-1%	-4%	?	17%	338%[activator]	9%	7%
O=C(COC(=O)c1cccnc1SCC(=O)NCc1ccccc1)NCc1ccccc1	-30%	-5	4%	-2%	?	54%[activator]	-2%	-14%	-3%
Cc1cccc(CS(=O)(=O)Cc2ccc(C(=O)NCCN3CCCCC3C)o2)c1 (stereo not drawn)	-17%	-15	-3%	-4%	-21%[12.7 µM]	19%	4%	-4%	-4%
CCCC(C(=O)Nc1ccncc1)c1ccccc1 (stereo not drawn)	-25%	-4	11%	-2%	-2%	56%[activator]	0%	0%	-7%

Screening data deposited in PubChem BioAssay by National Center for Advancing Translational Sciences (NCATS).
